Myeloid diff MLP – induction of myeloid progenitor differentiation, primary screen, cell-based, flow cytometry, MLPCN library; ER-HoxA9 myeloid progenitors, lysozyme-GFP differentiation; calls only at 10 µM; actives 1% (n = 360,000);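 active = normalized GFP-positive differentiation at or above the plate's own cutoff, the solvent-only control mean plus 3 SD; inconclusive = no clear call, values can overlap the other calls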;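 note: cells exposed to compound for four days before flow analysis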
LYP inhibition – inhibitors of LYP phosphatase, biochemical, fluorescence intensity, uHTS (AID 1779); Tyrosine-protein phosphatase non-receptor type 22 (Homo sapiens); recombinant LYP phosphatase, fluorescence intensity; higher % means a stronger effect; inhibition, % at 11.5 µM; hits with a dose series show IC50 in µM; actives 0.054% (n = 290,000); in the data active = inhibition above about 50%;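 note: plate controls were vehicle with enzyme for no effect and no enzyme for full effect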
Myeloid diff MLP GFP+ MAC1+ % – also measured in Myeloid diff MLP; calls as there; GFP+ MAC1+ double positive, %; measured here: differentiation confirmed by MAC1 staining
* hit, by the source's call; i = inactive; u = inconclusive; x = no result given; + = active, no number.

canonical_smiles | Myeloid diff MLP | Myeloid diff MLP GFP+ MAC1+ % | LYP inhibition
Cc1ccoc1C(=O)N1CCCC(CO)(Cc2ccc(F)cc2)C1 (configuration not stated) | i | 0.7 | -11%
CCN(CC)CCNC(=O)Cn1cnc2sc(C)c(S(=O)(=O)N3CCN(c4ccccc4OC)CC3)c2c1=O | i | 0.3 | -5%
COc1ccc(OC)c(C2C(C(=O)c3ccc(C)o3)=C(O)C(=O)N2CCN2CCOCC2)c1 (configuration not stated) | i | 2.7 | -3%
CNc1c(NS(=O)(=O)c2cc(Cl)ccc2OC)c(=O)oc2ccccc12 | i | 1.8 | -8%
COc1ccc(C(=O)Nc2ccccc2)cc1S(=O)(=O)NCc1ccco1 | i | 1.1 | -11%
COc1ccc(N(CC(=O)N2CCOCC2)S(C)(=O)=O)c(OC)c1 | i | 0.4 | -4%
COc1ccc(N(Cc2cc3ccccc3[nH]c2=O)S(=O)(=O)c2ccc(C)cc2)cc1 | i | 3.1 | -5%
Cc1ccc(/C=N/NC(=O)c2nnn(-c3nonc3N)c2CN(C)C)o1 | i | 0.6 | -5%
CCOc1ccccc1NC(=O)CCS(=O)(=O)c1ccc2c(c1)CC(C)N2C(C)=O (configuration not stated) | i | 1.0 | -4%
Cc1ccc(NC(=O)c2ccco2)c(NC(=O)c2ccc(Cl)cc2)c1 | i | 2.0 | -6%
O=C(c1cc2c(=O)n3ccccc3nc2s1)N1CCN(c2cccc(Cl)c2)CC1 | i | 0.9 | -2%
CCOc1ccc(Nc2nc(N)c([N+](=O)[O-])c(N3CCOCC3)n2)cc1 | i | 0.5 | -2%

The listing continues.
canonical_smiles | Myeloid diff MLP | Myeloid diff MLP GFP+ MAC1+ % | LYP inhibition
O=C(C1CCCO1)N1CCN(C(=S)Nc2cc(F)cc(F)c2)CC1 (configuration not stated) | i | 3.4 | -7%
CNc1nc(-c2c(C)[nH]c3ccc(OC)cc23)cs1 | i | 1.0 | -12%
Cc1ccc(S(=O)(=O)N(C)c2ccccc2C(=O)Nc2ccc(F)cc2F)cc1 | i | 0.5 | -6%
CC1=NN(C(N)=S)C(=O)C1N=Nc1ccc(S(N)(=O)=O)cc1 (configuration not stated) | i | 0.7 | -2%
Cc1ccc(CNC(=O)C2CCCN(S(=O)(=O)N3CCC(C)CC3)C2)cc1 (configuration not stated) | i | 7.8 | -6%
COC(=O)Cn1cnc2c(oc3ccccc32)c1=O | i | 0.9 | -8%
CCOc1ccc(C(C)NC(=O)Nc2ccc(F)cc2F)cc1 (configuration not stated) | i | 1.1 | -9%
CCCc1cc(N2CCOCC2)n2nc(C)c(-c3ccccc3)c2n1 | i | 0.2 | -6%
CC(NC(=O)c1ccc(C(C)(C)C)cc1)C(c1cccs1)N1CCOCC1 (configuration not stated) | i | 7.7 | -6%
CC(=O)N1CCN(c2nnc(-c3ccc(C)cc3)c3ccccc23)CC1 | i | 0.1 | -3%
COc1ccc(S(=O)(=O)N2CCN(C(=O)NCc3ccc(OC)c(OC)c3)CC2)cc1 | i | 0.8 | -5%
Cn1cc(CN2CCC(C(=O)Nc3cccc(-c4cscn4)c3)CC2)cn1 | i | 0.3 | -6%

Carrying on.
canonical_smiles | Myeloid diff MLP | Myeloid diff MLP GFP+ MAC1+ % | LYP inhibition
Cc1ccc(NC(=O)c2cnccn2)cc1C | i | 0.4 | -7%
CN(CC(=O)Nc1ccccc1Cl)C(=O)c1cccc(S(=O)(=O)N2CCN(c3ccc(F)cc3)CC2)c1 | i | 2.1 | -5%
COC(=O)C(C)N1C(=O)S/C(=C\c2ccc(-c3ccc(C(=O)O)cc3C)o2)C1=O (configuration not stated) | i | 1.2 | -4%
O=C(CN(C(=O)c1csnn1)c1ccc2c(c1)OCCO2)NCc1ccc(F)cc1 | i | 0.4 | -3%
Cc1c2cnn(CC(=O)NCCCN3CC(C)CC(C)C3)c(=O)c2c(C)n1Cc1ccccc1Cl (configuration not stated) | i | 0.9 | -8%
CCOC(=O)/C=C/C(=O)Nc1ccc(S(=O)(=O)N2CCc3ccccc32)cc1 | i | 0.6 | -2%
COc1ccc(OC)c(CN2CCN(Cc3cc(OC)c(OC)c(OC)c3)CC2)c1 | i | 1.6 | 1%
COCCC(=O)N1CCC(Oc2ccc(C(=O)N(C)C3CCCCC3)cc2)CC1 | i | 0.7 | -8%
Cc1noc(NS(=O)(=O)c2ccc(NC(=O)CC(C)C)cc2)c1C | i | 1.4 | -11%
Cn1c(CCc2ccccc2)nnc1SCC(N)=O | i | 1.1 | -6%
CC(=O)c1cccc(N2C(=NC(=O)C3CCCCC3)SC3CS(=O)(=O)CC32)c1 (configuration not stated) | i | 0.0 | -1%
CN(CC(=O)Nc1ccc(N2CCOCC2)cc1)C(=O)c1ccc(O)c(Cl)c1 | i | 1.9 | -11%

Further structures.
canonical_smiles | Myeloid diff MLP | Myeloid diff MLP GFP+ MAC1+ % | LYP inhibition
COc1cccc(-c2c(C(=O)N/N=C/c3ccncc3)nnn2-c2nonc2N)c1 | i | 0.3 | -10%
COc1cc(C(CC(=O)Nc2cc(C)ccn2)N2Cc3ccccc3C2=O)cc(OC)c1OC (configuration not stated) | i | 1.3 | 0%
Brc1ccc(OCCCOc2cccc3cccnc23)cc1 | i | 0.6 | 3%
COC(=O)c1cc(S(=O)(=O)N2CCCCC2C)c[nH]1 (configuration not stated) | u | x | -10%
Cc1ccc(OCCSc2nc3ccccc3n2CC(=O)O)c(C(C)C)c1 | i | 0.2 | -5%
Cc1ccc(-c2csc3ncn(C(C)C(=O)O)c(=O)c23)cc1 (configuration not stated) | i | 0.5 | -11%
O=C(CSc1n[nH]c(-c2cccnc2)n1)Nc1ccc([N+](=O)[O-])cc1 | i | 0.6 | -3%
COc1ccc(CCN(C)C2CCCN(C(=O)Cn3cccn3)C2)cc1OC (configuration not stated) | i | 2.4 | -3%
N#Cc1ccncc1Sc1ccc(Cl)cc1 | i | 0.7 | -7%
CCCCc1nc2cc(C(=O)NCCc3cnn(C)c3)ccc2o1 | i | 0.5 | -10%
Cc1cc(C)cc(CC(CC(=O)Nc2ccc(Cl)cc2)C(=O)O)c1 (configuration not stated) | i | 0.7 | -3%
CCC(C)C(Nc1ncnc2scc(-c3ccccc3)c12)C(=O)O (configuration not stated) | i | 0.6 | -6%

Entries shown so far that have a furan ring, fused or not (seven):
canonical_smiles | Myeloid diff MLP | Myeloid diff MLP GFP+ MAC1+ % | LYP inhibition
Cc1ccoc1C(=O)N1CCCC(CO)(Cc2ccc(F)cc2)C1 (configuration not stated) | i | 0.7 | -11%
COc1ccc(OC)c(C2C(C(=O)c3ccc(C)o3)=C(O)C(=O)N2CCN2CCOCC2)c1 (configuration not stated) | i | 2.7 | -3%
COc1ccc(C(=O)Nc2ccccc2)cc1S(=O)(=O)NCc1ccco1 | i | 1.1 | -11%
Cc1ccc(/C=N/NC(=O)c2nnn(-c3nonc3N)c2CN(C)C)o1 | i | 0.6 | -5%
Cc1ccc(NC(=O)c2ccco2)c(NC(=O)c2ccc(Cl)cc2)c1 | i | 2.0 | -6%
COC(=O)Cn1cnc2c(oc3ccccc32)c1=O | i | 0.9 | -8%
COC(=O)C(C)N1C(=O)S/C(=C\c2ccc(-c3ccc(C(=O)O)cc3C)o2)C1=O (configuration not stated) | i | 1.2 | -4%

Further structures follow.
canonical_smiles | Myeloid diff MLP | Myeloid diff MLP GFP+ MAC1+ % | LYP inhibition
O=C(Nc1cccc(C(=O)O)c1)Nc1cccc2ccccc12 | i | 0.1 | -7%
CC1=C(C(=O)OC2CCCCC2)C(c2cccc([N+](=O)[O-])c2)NC(=O)N1 (configuration not stated) | i | 0.8 | -2%
CC(Oc1ccc(Cl)cc1Cl)C(=O)NNC(=O)[C@@H]1CCCC[C@@H]1C(=O)O (some centres not stated) | i | 0.7 | -13%
O=C(CCN1C(=O)/C(=C\c2cccc(Br)c2)SC1=S)N1CCOCC1 | i | 2.2 | -2%
CCc1nc2cccnc2n1-c1ccc(CC(=O)NCCOC)cc1 | i | 1.0 | -6%
COc1cc2[nH]c3c(OC)ncnc3c2cc1OC | i | 0.7 | -4%
CC1c2cc3c(cc2CCN1S(=O)(=O)c1ccccc1)OCCCO3 (configuration not stated) | i | 2.0 | 0%
CC(=O)NCCc1ccc(C(=O)Cn2cnc3ccccc3c2=O)cc1 | i | 0.2 | -7%
CC(=O)Oc1ccc(C(=O)Nc2ccc3c(c2)OCCO3)cc1 | i | 1.0 | -9%
NC1=NC(=O)C(Cc2ccc(OC(F)(F)F)cc2)S1 (configuration not stated) | i | 0.9 | -11%
COc1ccc(-c2cc(C)no2)cc1S(=O)(=O)N1CCN(c2cccc(C)c2)C(C)C1 (configuration not stated) | i | 0.0 | -2%
COc1ccc(CCNC(=O)c2ccc3c(c2)NC(=O)CS3)cc1OC | i | 1.8 | -7%

Next section
canonical_smiles | Myeloid diff MLP | Myeloid diff MLP GFP+ MAC1+ % | LYP inhibition
COc1ccc(N2CC(C(=O)Nc3nnc(SCC(=O)NC4CCCC4)s3)CC2=O)cc1 (configuration not stated) | i | 2.1 | -7%
CCC(C)[C@H](NC(=O)c1cc2cc(Cl)ccc2n1C)C(=O)N1CCC[C@H]1C(=O)O (some centres not stated) | i | 2.7 | -5%
CC(C)CC(=O)N1CCN(Cc2ccccc2Cl)CC1 | i | 0.6 | -8%
CCCC(C(=O)NC1CCCC1)N(CC1CCCO1)C(=O)CNS(=O)(=O)c1ccccc1 (configuration not stated) | i | 1.3 | -9%
CCOC(=O)c1cnc2c(ccc3ccccc32)c1NCCCN(C)C | i | 0.8 | -10%
CC(C)OCCCn1c(=O)c2ccccc2n2c(CCC(=O)N3CCN(c4ccccn4)CC3)nnc12 | i | 1.0 | -6%
Cc1cc(Br)cc(Cl)c1OC(=O)c1ccncc1 | i | 2.0 | 1%
O=[N+]([O-])c1cc(-c2ccc(/C=N\n3cnnc3)o2)cc([N+](=O)[O-])c1 | i | 0.6 | -4%
Cc1ccccc1OC(C)C(=O)Nc1ccc2c(c1)OCCO2 (configuration not stated) | i | 0.9 | -9%
CCOc1ccc(CCNC(=O)c2nnn(CC(=O)Nc3ccc(OC)cc3)c2N)cc1OCC | i | 1.9 | -7%
CC(C)C(NC(=O)c1ccc(C(C)(C)C)cc1)C(=O)NCC1(N(C)C)CCCCC1 (configuration not stated) | i | 0.5 | -13%
COc1ccc(N(CC(=O)Nc2ccccc2C(=O)N2CCCC2)S(C)(=O)=O)cc1 | i | 5.9 | -6%

(further entries)
canonical_smiles | Myeloid diff MLP | Myeloid diff MLP GFP+ MAC1+ % | LYP inhibition
CCOC(=O)Cc1csc(SC(C)C(=O)NCC(=O)Nc2ccc(F)c(F)c2F)n1 (configuration not stated) | i | 0.4 | 2%
O=C(N/N=C/c1ccccn1)c1ccc(NC(=O)c2ccc(F)cc2)cc1 | i | 7.8 | -9%
Cc1cccc(CS(=O)(=O)Cc2ccc(C(=O)NCCc3ccccc3)o2)c1 | i | 2.1 | -8%
COc1ccc(C2=NN(c3nc(-c4ccc(CNC(C)=O)cc4)cs3)C(c3ccco3)C2)cc1 (configuration not stated) | i | 3.8 | -3%
COc1cccc(CNC(=O)C2CCN(c3nnc(N4CCCC4=O)s3)CC2)c1 | i | 2.3 | -10%
O=C(N/N=C/c1ccncc1)c1cccc(S(=O)(=O)Nc2ccc(Cl)cc2)c1 | + | 0.5* | -3%
O=C(NCCNS(=O)(=O)c1ccccc1)c1ccc([N+](=O)[O-])cc1 | i | 0.5 | -6%
COC(=O)c1cc(S(=O)(=O)N2CCN(c3ccc(F)cc3)CC2)c[nH]1 | i | 3.1 | -12%
Cc1ccc(OCC(=O)NC(C)c2ccccc2)cc1 (configuration not stated) | i | 0.4 | -2%
COc1ccc(CCNc2nc3ccc(C)cc3n3cnnc23)cc1OC | i | 0.7 | -3%
CSc1nnc(C2CCN(CC(=O)Nc3ccccc3N3CCOCC3)CC2)n1C | i | 1.0 | -6%
COc1ccc(C(CNC(=O)c2ccc(C)c(S(=O)(=O)Nc3ccccc3OC)c2)N2CCCC2)cc1 (configuration not stated) | i | 0.6 | -18%

Carrying on:
canonical_smiles | Myeloid diff MLP | Myeloid diff MLP GFP+ MAC1+ % | LYP inhibition
CC(=O)Nc1ccc(NC(=O)CCOc2cc(C)ccc2C)cc1 | i | 0.0 | -8%
Cc1nc2ccc([N+](=O)[O-])cc2c(=O)n1Cc1cccc(Br)c1 | i | 0.3 | -4%
Oc1cccc(Nc2nc(-c3ccccc3)nc3ccccc23)c1 | i | 0.7 | -6%
CC1CCCN(C(=O)CSc2nnc(-c3cccs3)o2)C1 (configuration not stated) | i | 0.5 | -6%
CSc1nnc2c(n1)OC=Nc1ccc(Br)cc1-2 | i | 0.3 | -4%
O=C1CCN(CCc2ccccc2)CCN1[C@H](CO)Cc1ccccc1 | i | 1.6 | -2%
C/C(=N\NC(=O)c1cc(-c2ccc(O)cc2)nc2ccccc12)c1cccnc1 | u | x | -6%
CC(C)c1ccc(-c2nnc(SCC(=O)NC3CC3)n2C)cc1 | i | 1.1 | -15%
COc1ccc(-c2cc(C(F)(F)F)c3c(N)c(C(=O)NCCSC)sc3n2)cc1 | i | 0.7 | -9%
CCCC(=O)NC(c1ccccc1Cl)c1ccc2cccnc2c1O (configuration not stated) | u | x | -4%
O=C(NCc1cccnc1)C1CC(c2ccccc2O)=NO1 (configuration not stated) | i | 0.4 | -9%
O=C1N[C@@H](Cc2ccccc2)C(=O)N2CCC[C@@H]12 | i | 0.3 | -4%
O=C(O)c1ccccc1/C=N/n1c(C2CCCCC2)n[nH]c1=S | i | 0.8 | -8%
O=C(CCC(=O)c1ccc(Br)cc1)Nc1ccc(F)cc1 | i | 0.3 | -8%
COc1ccc(C)cc1NC(=O)CCNC(=O)c1ccco1 | i | 0.8 | -5%

An excerpt; the hit share may differ from the screen's.
